# HSF1 inh = HSF1 inhibitors in luciferase reporter cells, primary screen, cell-based, NIH3T3, luminescence | NIH3T3-HGL HSE-luciferase, MG132-induced, luminescence 8 h; hits give low values | activity change, negative = inhibition, % at 7.5 µM (by protocol) | 300,000 compounds, 0.77% hits;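 active = more than half of replicate wells show activity change below -50%, luminescence cut by over half; inconclusive = some wells, but at most half, below -50%; inactive = no replicate well below -50%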;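 also: luciferase reports HSF-1 transcriptional activity via heat shock element; 0% = median of DMSO wells and -100% = zero luminescence signal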
# KLF5 inh = KLF5 expression inhibitors, primary screen, DLD-1 cells, luminescence. AID 1700, 2009. 290,000 compounds, 0.23% hits. DLD-1 KLF5 promoter-luciferase reporter. inhibition, % at 5 µM;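 active = inhibition above a per-plate limit of that plate's mean compound inhibition plus 3 SD, cut at about 60% in these data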;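 also: 0% = DMSO wells and 100% = LY294002 at 200 µM; higher means less KLF5 promoter-driven luciferase light; inactives centre near -14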
# AI-2 QS mod = Vibrio harveyi AI-2 quorum sensing modulators, primary screen, JMH597 strain, luminescence/OD600 ratio | Vibrio harveyi JMH597 AI-2 luminescence/OD600 ratio, 9 h; hits give low values; strain lacks LuxN and CqsS sensors; 0 = neutral-control median | activity change, % at 7.5 µM | 300,000 compounds, 0.4% hits; in the data active = activity change below about -75%, passing the limit was not always enough; inconclusive = no clear call, values can overlap the other calls;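 also: luminescence divided by OD600 gain over 9 h not by final OD600 alone; inactives centre near 13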
# HSF-1 act = HSF-1 activators, primary screen, NIH3T3-HGL cells, MG132 stress, luminescence, single point; NIH3T3-HGL HSF-1 luciferase reporter, 8 h; 100% = twice DMSO control signal; 300,000 compounds, 1.7% hits; activation, % at 9 µM;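 active = mean replicate activation of at least 50% with a set share of replicates each reaching 50%; inconclusive = only one of those two conditions met; inactive = mean below 50% and too few replicates reaching it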;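 also: 0% = median of the neutral control wells and 100% = twice that signal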
# Platelet DG rel = inhibitors of platelet dense granule secretion, primary screen, cell-based, MLPCN, human platelets; human platelet-rich plasma, SFLLRN dense granule ATP release, luminescence; inhibition, %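 (compounds screened at 7.5 µM in platelet-rich plasma)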; 300,000 compounds, 0.22% hits; AID 1663, 2009;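 active = mean replicate score, as percent of positive control, at or above 50; inconclusive = mean below 50 but at least one replicate at or above 50; inactive = mean and every replicate below 50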
# HDAC3 inh = HDAC3 deacetylase inhibitors, primary screen, biochemical, fluorescence, cell-free homogeneous; 320,000 compounds, 0.15% hits; AID 2718, 2010; inhibition, % at 8.3 µM; recombinant HDAC3, fluorogenic peptide/trypsin coupled; Histone deacetylase 3 (Homo sapiens), O15379; in the data active = inhibition above about 26%, passing the limit was not always enough; inconclusive = no clear call, values can overlap the other calls
# Target sequence (O15379 whole entry, looked up): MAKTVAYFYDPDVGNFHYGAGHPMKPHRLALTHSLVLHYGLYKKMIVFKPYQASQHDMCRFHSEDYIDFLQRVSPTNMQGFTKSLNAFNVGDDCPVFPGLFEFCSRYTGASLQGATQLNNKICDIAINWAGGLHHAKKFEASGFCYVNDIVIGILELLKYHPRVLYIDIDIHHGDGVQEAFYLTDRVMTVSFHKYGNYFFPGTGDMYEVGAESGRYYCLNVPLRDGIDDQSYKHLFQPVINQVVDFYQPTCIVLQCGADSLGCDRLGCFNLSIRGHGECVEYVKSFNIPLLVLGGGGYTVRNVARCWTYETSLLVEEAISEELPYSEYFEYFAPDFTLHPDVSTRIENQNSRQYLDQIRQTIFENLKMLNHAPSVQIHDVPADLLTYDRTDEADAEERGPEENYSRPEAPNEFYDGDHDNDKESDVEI
# aSyn UTR inh = MLPCN primary screen, SNCA 5' untranslated region. inhibition, % (tested at 7.5 µM). AID 1813, 2009. alpha-synuclein 5'UTR reporter, inhibitor activity. 300,000 compounds, 0.82% hits; in the data active = inhibition above about 60%; inconclusive = no clear call, values can overlap the other calls;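 also: H4 neuroglioblastoma cells stably carrying SNCA 5'UTR luciferase fusion; 0% = DMSO wells and 100% = positive control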
# HIF activator = HIF pathway transcriptional activators, primary screen, cell-based, U2OS HRE-luciferase, luminescence | U2OS HRE-luciferase reporter; normalized: DMSO 0%, desferrioxamine 100% | activation, % at 7.5 µM (by protocol) | 300,000 compounds, 0.32% hits | AID 1910, 2009;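 active = mean activation of at least 10% of the iron chelator positive control signal, with at least half of replicates also reaching 10%; inconclusive = mean and replicate majority disagree about reaching 10%; inactive = mean and most replicates under 10%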
# IEC-6 tox = cytotoxicity in IEC-6 intestinal epithelial cells, primary screen, cytotoxicity control for KLF5 inhibitor project, cell-based, luminescence | 290,000 compounds, 0.78% hits | IEC-6 cytotoxicity, luminescence viability | AID 1825, 2009 | inhibition, % at 5 µM; in the data active = inhibition above about 22%;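 also: 0% = plate median of test compound wells and 100% = cytotoxic reference compound wells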
# HSP90 inh = HSP90 inhibitors, primary screen, cell lysate, luminescence | Heat shock protein HSP 90 (rabbit reticulocyte lysate; luciferase refolding) | AID 1789, 2009 | 290,000 compounds, 0.91% hits | Rabbit reticulocyte lysate, luciferase refolding luminescence, 3 h | inhibition, % at 5.6 µM;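 active = inhibition above the screen-wide mean plus 3 SD, computed separately per campaign, cut at about 16% in these data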;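 also: 0% = DMSO wells and 100% = 60 µM geldanamycin wells; inhibitors lower the luminescence because luciferase stays unfolded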
# * = called active by the depositor; ? = inconclusive; nt = not tested or not shown.
entry	Compound	HSF1 inh	KLF5 inh	AI-2 QS mod	HSF-1 act	Platelet DG rel	HDAC3 inh	aSyn UTR inh	HIF activator	IEC-6 tox	HSP90 inh
1	O=C(COC(=O)CCS(=O)(=O)c1ccc(Cl)cc1)NCCc1ccccc1	-7	-40	5	2	9	-3	4	0.1	-2	-8
2	O=C(COC(=O)c1ccc2ccccc2n1)Nc1ncc(C(F)(F)F)cc1Cl	-8	-15	25	-8	3	-1	16	-0.4	3	1
3	COc1ccc(Cn2c(O)c(C=Nc3ccccc3)c3ccccc3c2=O)cc1	0	-10	11	-4	2	5	25	0.3	-1	4
4	O=C(c1ccc([N+](=O)[O-])o1)N1CCc2ccccc2C1	14	-26	0	11	6	9	-103	0.1	-1	3
5	CCC1Sc2ccc(S(=O)(=O)Nc3cc(OC)cc(OC)c3)cc2NC1=O (stereo not drawn)	-2	-49	23	7	11	-2	6	-0.2	-2	0
6	COc1ccc(S(=O)(=O)N(C)CC(=O)N2CCCC2)cc1Cl	-1	19	2	-12	2	4	5	-0.2	-6	7
7	CCc1nnc(NC(=O)C2CCN(S(=O)(=O)Cc3ccccc3)CC2)s1	nt	-16	nt	nt	nt	3	nt	nt	-4	-2
8	O=C(NC1(C(F)(F)F)N=C2SCCN2C1=O)c1ccccc1F (stereo not drawn)	2	-10	23	3	-9	-6	11	1.2	3	-3
9	COc1ccccc1OCc1ccc(C(=O)NCC2CCCO2)o1 (stereo not drawn)	0	4	12	1	-4	-8	2	-0.1	3	2
10	Cc1cc(C)c(NC(=O)COC(=O)C2CCN(c3ccc(C(F)(F)F)cn3)CC2)c(Cl)c1	1	nt	20	15	28	1	-9	-0.3	nt	nt
11	CCOC(=O)CSc1ccccn1	7	-16	21	-5	-2	-1	-20	-0.3	2	1
12	CCNC(=O)CN1C(=O)NC(CCc2ccccc2)C1=O (stereo not drawn)	-8	-41	14	2	-16	-4	15	-0.6	-1	-2
13	COc1ccc(N2C(C(C)=O)=NN(c3ccccc3)C2c2cccs2)cc1 (stereo not drawn)	nt	-64	25	nt	nt	-7	nt	nt	2	-3
14	CCC(CO)NCc1ccc(OCC(=O)Nc2cccc(C(F)(F)F)c2)c(OC)c1 (stereo not drawn)	nt	-17	17	nt	-3	-2	31	nt	-4	2
15	O=C1NC(=O)C(c2ccc(Cl)cc2)N1 (stereo not drawn)	-4	-16	nt	-3	-6	16	7	-0.1	0	0
16	CCCC(=O)Nc1cccc(Oc2nc(C)cc(C)c2C#N)c1	-6	-9	7	3	0	-4	5	-0.1	2	-3
17	CC(C)OCCCn1c(=NC(=O)c2ccncc2)c(C#N)cc2c(=O)n3ccccc3nc21	0	-43	10	7	5	-420	-15	1.7	0	-2
18	COc1cc(OC)c(C(=O)OCC(=O)NCCc2ccccc2)cc1OC	-1	-15	-6	-14	-2	2	23	-0.5	0	6
19	COc1ccc(N=C2SC(C(=O)Nc3ccc(C(=O)O)cc3)CC(=O)N2Cc2cccs2)cc1 (stereo not drawn)	-2	11	15	-2	-1	10	12	-0.2	-4	-1
20	Cc1nc(-c2ccc(F)cc2)c(CC(=O)N2CCN(S(=O)(=O)c3ccccc3Br)CC2)s1	-3	-18	14	0	-1	1	8	0.0	10	-1
21	c1cc2c3c(cccc3c1)NC(c1ccc3c(c1)OCO3)N2	-13	4	15	-22	7	7	8	1.3	2	6
22	CCc1ccc(Cc2cnc(NC(=O)C3=NCCN3)s2)cc1	-11	-39	29	-28	18	-2	-10	0.3	-2	0
23	COc1ccc(C2C(C(=O)NCc3ccccn3)CCC(=O)N2c2cc(OC)c(OC)c(OC)c2)cc1 (stereo not drawn)	-2	-38	20	0	3	-9	-9	-0.4	1	-1
24	Cc1cc(NC(=O)CCC(=O)N(Cc2cccs2)C(C)(C)C(=O)NC2CCCCC2)no1	8	-10	34	1	-16	5	-27	-0.5	-4	1

# A few values from the list.
# For AI-2 QS mod, no. 19 is entered as 15
# For KLF5 inh, no. 20 is entered as -18

# Further structures follow.
entry	Compound	HSF1 inh	KLF5 inh	AI-2 QS mod	HSF-1 act	Platelet DG rel	HDAC3 inh	aSyn UTR inh	HIF activator	IEC-6 tox	HSP90 inh
25	N=c1nc(-c2ccccc2)ccn1O	1	1	18	-3	-3	?	-9	-1.6	0	-2
26	Cc1ccccc1OCC(=O)Nc1cc(Cl)ccc1Oc1ccccc1	-2	-2	10	0	13	-1	-1	0.5	-7	-2
27	Cc1cc2cc(CN(Cc3ccco3)C(=O)NCc3ccccc3)c(=O)[nH]c2cc1C	1	3	-3	5	-18	-3	-4	-0.4	3	4
28	CCOc1ccc2oc(C(=O)N3CC(C)OC(C)C3)c(C)c2c1 (stereo not drawn)	7	-19	2	7	19	-4	-14	0.3	2	2
29	O=C(NCc1ccco1)C(=S)N1CCCC1	-4	-1	26	-10	-2	-2	-10	0.3	0	2
30	NC(=O)c1sc2cc(C(F)(F)F)cnc2c1-c1ccccc1	0	-12	8	-5	4	-1	18	0.0	5	0
31	CC1CCN(S(=O)(=O)c2cn(CC(=O)Nc3cccc(C#N)c3)cn2)CC1	-2	2	29	5	-11	-2	-4	0.1	-1	-2
32	CC1Cc2ccccc2N1C(=O)COC(=O)c1ccc(Cl)nc1 (stereo not drawn)	-2	-16	18	14	-4	2	-2	-0.3	0	2
33	COc1ccc(C2=Nn3c(nnc3-c3cccnc3)SC2)cc1	-1	-10	42	-8	10	nt	16	-0.1	6	1
34	FC(F)(F)c1cccc(N2CCN(CC3CC4C=CC3C4)CC2)c1 (stereo not drawn)	-12	5	-2	12	-8	4	-23	nt	-2	9
35	CCN(CC)CCCNC(=O)c1nn(-c2ccccc2OC)c(=O)c2ccccc12	-6	-7	15	-11	2	2	-13	-0.4	-2	0
36	Cc1ccc(CN(CC(=O)NCC2CCCO2)S(=O)(=O)c2ccc(C)cc2)cc1 (stereo not drawn)	-7	-11	3	3	-1	10	-9	0.0	-3	-3
37	COCCCNC(=O)CCN1C(=O)COc2ccccc21	-7	-4	-21	8	-9	-5	-5	-0.4	8	1
38	Cc1cccc(C)c1NC(=O)C(c1ccc([N+](=O)[O-])cc1)N1CCCCC1 (stereo not drawn)	-2	7	6	5	-4	-4	0	-0.9	-1	1
39	CC(=O)N[C@@H](Cc1c[nH]c2ccccc12)C(=O)OCC(=O)Nc1ccc(Cl)c(S(=O)(=O)N(C)C)c1	4	-25	48	2	-2	0	19	-0.5	-2	-1
40	Cc1ccc(C(=O)NC(C)c2ccc3c(c2)OCO3)s1 (stereo not drawn)	-3	-32	10	11	-1	3	9	-0.6	-6	2
41	O=c1[nH]c2ccccc2nc1NCc1ccccc1	10	-25	7	-2	2	-1	-8	0.8	9	2
42	CCn1c(COc2ccccc2Cl)nnc1SCC(=O)Nc1ncccc1C	6	-7	4	1	20	-7	11	0.2	-6	-2
43	CCOC(=O)Nc1ccc(=O)n(Cc2c(Cl)cccc2Cl)c1	-2	-9	15	3	2	5	10	-0.6	-6	-3
44	O=S(=O)(c1ccc2ccccc2c1)N1CCN(Cc2ccccn2)CC1	-7	6	20	19	1	-5	10	-0.5	1	-3
45	Cc1cc(NC(=O)C2C3C(=O)N(Cc4ccc(Cl)cc4)C(C(=O)NC4CCCCC4)C34C=CC2(C)O4)no1 (stereo not drawn)	4	2	20	-14	23	5	-6	-0.5	-2	-2
46	O=C(NCc1ccccc1)C(=O)NCC1COc2ccccc2O1 (stereo not drawn)	-3	-10	4	-10	-2	-8	-145	1.6	-1	1
47	O=C(O)c1cc(S(=O)(=O)N2CCOCC2)c(Sc2ccccn2)cc1Sc1ccccn1	-3	-1	8	-23	-3	nt	-17	-0.3	1	4
48	Cc1nc(N)nc(SCc2ccc([N+](=O)[O-])cc2)c1N	9	13	8	3	3	-8	-3	0.0	3	1
49	CCN(CC)C(=O)CSc1nc(O)c(Cc2ccccc2)c(=O)n1-c1ccccc1C	1	-1	-5	-3	4	-3	-13	-0.3	6	2
50	COc1ccc(C)cc1NC(=O)CCNC(=O)c1ccco1	-1	-9	0	4	7	11	20	0.0	1	2
51	CCn1c2c(c(C)cc1=O)C(=O)CC(C)(C)C2	-2	-23	0	4	-5	0	22	-23	-2	-3
52	Cc1ccc(-c2csc(Nc3ccc(S(N)(=O)=O)cc3)n2)o1	-3	-23	24	-10	-8	-2	-24	0.0	4	6
53	Cc1nnc(C)n1/N=C/c1ccc(O)cc1	3	-33	11	-8	0	5	6	-0.2	5	3
54	COc1ccc(-c2nc3cc(NC(=O)Cc4ccc(OC)c(OC)c4)ccc3o2)cc1	2	-34	3	8	4	-1	-69	1.2	2	-2

# By substructure: the compounds so far with a furan ring, fused or not (7)
entry	Compound	HSF1 inh	KLF5 inh	AI-2 QS mod	HSF-1 act	Platelet DG rel	HDAC3 inh	aSyn UTR inh	HIF activator	IEC-6 tox	HSP90 inh
4	O=C(c1ccc([N+](=O)[O-])o1)N1CCc2ccccc2C1	14	-26	0	11	6	9	-103	0.1	-1	3
9	COc1ccccc1OCc1ccc(C(=O)NCC2CCCO2)o1 (stereo not drawn)	0	4	12	1	-4	-8	2	-0.1	3	2
27	Cc1cc2cc(CN(Cc3ccco3)C(=O)NCc3ccccc3)c(=O)[nH]c2cc1C	1	3	-3	5	-18	-3	-4	-0.4	3	4
28	CCOc1ccc2oc(C(=O)N3CC(C)OC(C)C3)c(C)c2c1 (stereo not drawn)	7	-19	2	7	19	-4	-14	0.3	2	2
29	O=C(NCc1ccco1)C(=S)N1CCCC1	-4	-1	26	-10	-2	-2	-10	0.3	0	2
50	COc1ccc(C)cc1NC(=O)CCNC(=O)c1ccco1	-1	-9	0	4	7	11	20	0.0	1	2
52	Cc1ccc(-c2csc(Nc3ccc(S(N)(=O)=O)cc3)n2)o1	-3	-23	24	-10	-8	-2	-24	0.0	4	6

# Assay outcomes deposited in PubChem BioAssay by several laboratories.
